Bioassay records deposited in PubChem by several laboratories.
NR2F2 inh – NR2F2 transcriptional activity inhibitors, primary screen, cell-based, luciferase reporter, HEK293T, luminescence; HEK293T NGFI-A luciferase reporter; inhibition, % at 8.6 µM; hit rate 0.7% among 370,000; AID 686940, 2013;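 active = inhibition above a per-plate cutoff, mean inhibition of test wells between control levels plus 3 SD, cut at about 38% in these data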;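 also: cells cotransfected with COUP-TFII expression vector driving the NGFI-A reporter; 0% = median of COUP-TF2 test wells and 100% = reporter-only cells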
TROY signal inh – inhibitors of TROY-driven NF-kB signaling, primary screen, Q293 LMP1-TROYcd cells, NF-kB luciferase, uHTS; inhibition, % at 10 µM; AID 1347056, 2019; Q293 LMP1-TROYcd NF-kB luciferase reporter, 4 h; hit rate 0.98% among 360,000;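 active = compounds whose plate-normalised and pattern-corrected inhibition of the luciferase reporter signal at the single screening dose is 50% or more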
NR5A2 inv ag – LRH-1 (NR5A2) inverse agonists, primary screen, cell-based, luminescence, HEK293T, StAR-luciferase reporter | Nuclear receptor subfamily 5 group A member 2 (Homo sapiens), O00482 | LRH-1 transfected, 24 h | inhibition, % at 3.6 µM | hit rate 0.13% among 360,000;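 active = inhibition above the mean inhibition of all tested compounds plus 3 SD, cut at about 73% in these data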;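 also: 0% = DMSO wells and 100% = reporter-only cells lacking LRH-1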
TLR9-MyD88 block – inhibitors of TLR9-MyD88 association in cells, primary screen, cell-based, CHO, BLA complementation, fluorescence; CCF4 FRET ratio; inhibition, % at 4.98 µM; hit rate 0.21% among 340,000; AID 504734, 2011;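 active = inhibition above the mean over all tested compounds plus 3 SD, cut at about 21% in these data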;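 also: 0% = DMSO only wells and 100% = clavulanate BLA inhibitor control wells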
SRC2 inh – inhibition of GAL4-SRC2 driven luciferase reporter, primary screen, SRC2 inhibitor project, cell-based, luminescence. Nuclear receptor coactivator 2 (Homo sapiens), Q15596. HEK293 GAL4-SRC2 luciferase reporter. AID 651957, 2012. hit rate 0.17% among 370,000. inhibition, % at 9 µM;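 active = inhibition above the mean inhibition of all tested compounds plus 3 SD, set per campaign, cut at about 52% in these data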;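 also: 0% = DMSO treated cells and 100% = cells given Gossypol at 36 µM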
Vif inh – HIV Vif self-association inhibitors, primary screen, imaging, HEK293T, single point. HEK293T cells, Vif self-association by quenched fluorescence, 24 h. inhibition, % at 7.49 µM. hit rate 0.35% among 340,000. AID 602346, 2012; in the data active = inhibition above about 50%, passing the limit was not always enough; also: some results filed as inactive read as strong as hits
SRC1 inh – SRC1 coactivator transcriptional activity inhibitors, primary screen, cell-based, luminescence | Nuclear receptor coactivator 1 (Homo sapiens), Q15788 | HEK293 GAL4-SRC1 luciferase reporter | inhibition, % at 3.6 µM | hit rate 0.12% among 360,000 | AID 588354, 2011;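 active = inhibition above the campaign mean plus 3 SD, with each screening campaign given its own cutoff, cut at about 60% in these data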;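 also: 0% = DMSO treated cells and 100% = gossypol at 36 µM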
Target sequence (Q15788 whole entry, looked up, the tested form may be a part): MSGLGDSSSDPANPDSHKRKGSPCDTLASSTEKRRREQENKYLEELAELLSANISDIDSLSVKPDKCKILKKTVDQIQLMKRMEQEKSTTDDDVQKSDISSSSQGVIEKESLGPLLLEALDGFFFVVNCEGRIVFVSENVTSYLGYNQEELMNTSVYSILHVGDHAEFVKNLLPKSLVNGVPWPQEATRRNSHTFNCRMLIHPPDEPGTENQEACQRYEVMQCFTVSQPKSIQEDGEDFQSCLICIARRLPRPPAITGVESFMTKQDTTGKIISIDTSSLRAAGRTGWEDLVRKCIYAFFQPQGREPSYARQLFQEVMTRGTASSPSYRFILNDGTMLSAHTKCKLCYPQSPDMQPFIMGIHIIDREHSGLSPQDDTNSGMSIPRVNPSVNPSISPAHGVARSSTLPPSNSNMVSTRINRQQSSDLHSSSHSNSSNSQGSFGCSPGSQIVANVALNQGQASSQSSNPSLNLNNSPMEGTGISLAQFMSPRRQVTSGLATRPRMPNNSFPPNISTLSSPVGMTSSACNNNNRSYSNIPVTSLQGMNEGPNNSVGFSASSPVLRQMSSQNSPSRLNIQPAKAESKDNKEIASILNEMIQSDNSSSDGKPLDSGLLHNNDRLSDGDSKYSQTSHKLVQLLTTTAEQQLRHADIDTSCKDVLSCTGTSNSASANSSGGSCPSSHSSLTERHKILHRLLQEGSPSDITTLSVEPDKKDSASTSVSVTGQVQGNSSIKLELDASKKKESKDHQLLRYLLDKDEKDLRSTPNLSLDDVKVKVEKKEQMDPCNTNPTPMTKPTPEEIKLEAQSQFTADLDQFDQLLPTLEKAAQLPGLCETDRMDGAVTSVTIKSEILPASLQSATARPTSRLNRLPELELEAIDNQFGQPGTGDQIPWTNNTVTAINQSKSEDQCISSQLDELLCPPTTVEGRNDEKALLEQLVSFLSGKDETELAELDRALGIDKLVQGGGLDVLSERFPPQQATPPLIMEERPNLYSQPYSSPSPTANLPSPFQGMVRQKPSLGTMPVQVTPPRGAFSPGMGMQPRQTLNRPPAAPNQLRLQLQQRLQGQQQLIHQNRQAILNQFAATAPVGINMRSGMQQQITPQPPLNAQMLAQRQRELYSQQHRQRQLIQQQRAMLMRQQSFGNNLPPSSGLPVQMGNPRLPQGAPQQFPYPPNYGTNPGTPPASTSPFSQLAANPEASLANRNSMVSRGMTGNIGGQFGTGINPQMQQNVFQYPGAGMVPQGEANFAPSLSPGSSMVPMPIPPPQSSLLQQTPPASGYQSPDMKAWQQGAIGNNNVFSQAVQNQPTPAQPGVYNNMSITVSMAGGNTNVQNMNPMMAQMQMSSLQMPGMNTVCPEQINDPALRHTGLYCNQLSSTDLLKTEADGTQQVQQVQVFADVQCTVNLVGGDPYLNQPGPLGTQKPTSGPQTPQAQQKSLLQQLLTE
TRAIL sens C8 – viability loss with TRAIL in NB7+C8 cells, primary screen, TRAIL sensitizer project, cell-based, ATPlite luminescence; inhibition (viability loss, TRAIL sensitization), % at 10 µM; hit rate 1% among 360,000;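 active = compounds causing at least 50% loss of cell viability in the single-dose screen, relative to plate controls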
EBV LMP1 NFkB – EBV LMP1-driven NF-kappaB luciferase reporter inhibitors, primary screen, cell-based, luminescence, single point. LMP1-induced NF-kappaB luciferase reporter cells. inhibition, % at 12.5 µM. hit rate 0.69% among 350,000. AID 504558, 2011; in the data active = inhibition above about 41%;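 also: 0% = neutral control wells and 100% = reference inhibitor control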
SRC3 inh – SRC3 coactivator transcriptional activity inhibitors, primary screen, cell-based, luminescence; Nuclear receptor coactivator 3 (Homo sapiens), Q9Y6Q9; HEK293 GAL4-SRC3 luciferase reporter; hit rate 0.17% among 360,000; inhibition, % at 3.6 µM;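 active = inhibition above a per-campaign cutoff, the mean of all compounds plus 3 SD, cut at about 60% in these data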;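 also: 0% = DMSO-treated cells and 100% = gossypol-treated cells at 36 µM; higher means less SRC3-driven luciferase light from the GAL4 reporter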
NOD2-RIPK2 inh – NOD2-RIPK2 binding disruptors in cells, primary screen, fluorescence, CHO cells, BLA complementation; CCF4 ratio; Receptor-interacting serine/threonine-protein kinase 2 (Homo sapiens), O43353; hit rate 0.38% among 360,000; inhibition, % at 4.98 µM; in the data active = inhibition above about 21%;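 also: 0% = vehicle only and 100% = reference blocker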
Starred values were filed as active, the others as inactive; · = no result given. An excerpt. The share of hits here may be higher or lower than overall.

SMILES	NR2F2 inh	TROY signal inh	NR5A2 inv ag	TLR9-MyD88 block	SRC2 inh	Vif inh	SRC1 inh	TRAIL sens C8	EBV LMP1 NFkB	SRC3 inh	NOD2-RIPK2 inh
N#C/C(=C\c1ccccc1C(=O)O)c1nc2ccccc2[nH]1	-22	3	-37	-9	-49	3	-35	-6	0	-34	-4
COc1ccc(-c2coc3cc(O[C@@H]4O[C@H](CO)[C@@H](O)[C@H](O)[C@H]4O)ccc3c2=O)cc1	-40	-34	-143	-8	-54	-4	-84	24	-19	-102	-8
CCOc1ccc2nc(NC(=O)/C=C/c3ccc4c(c3)OCO4)sc2c1	0	13	-2	-8	-9	8	11	-3	-56	20	-5
Cc1cc(OCC(=O)Nc2sc3c(c2C#N)CC(C)(C)NC3(C)C)c(C(C)C)cc1Cl	-7	35	-1	0	3	-11	19	32	-17	4	1
O=C(Nc1cccnc1)c1ccc(N2CCCC2)c([N+](=O)[O-])c1	-5	-8	-26	-2	-35	2	-36	-1	-15	-16	-5
COc1ccc(/C=C2/SC(=O)N(CCC(=O)Nc3ccc(S(=O)(=O)Nc4nccs4)cc3)C2=O)cc1	-23	-62	-43	-6	-28	0	-44	-3	-4	-43	-5
O=C(c1cc(-c2ccccc2Cl)on1)N1CCCC1	-39	36	-142	3	-9	2	-66	41	23	-94	-2
CC(=O)N1CCc2cc(S(=O)(=O)NCc3ccc(C)cc3)ccc21	5	3	-7	1	-15	9	3	15	15	-14	-2
CCSc1nc2c(c(=O)[nH]c(=O)n2C)n1Cc1ccc(Cl)cc1	-1	8	4	-3	-3	0	4	0	21	-9	1
CCn1c(=O)c(=O)[nH]c2c(=O)oc3ccc(S(=O)(=O)Nc4ccc(OC)cc4)cc3c21	4	-13	17	-2	-24	5	-18	-4	-13	-2	-1
O=C(COc1ccc([N+](=O)[O-])cc1Cl)NCCc1ccccc1	-17	-2	-11	-9	-8	3	-4	2	-5	-13	-7
Cc1ccc(NS(=O)(=O)c2ccc(C(C)(C)C)cc2)cn1	10	-5	-18	-7	6	5	2	-3	6	-27	1
CCCOc1ccc(C(=O)CCC(=O)OCC(=O)N(C)c2c(N)n(Cc3ccccc3)c(=O)[nH]c2=O)cc1	12	-25	-2	-4	-5	10	4	-1	-3	5	-9
CCCN1C(=O)/C(=C/c2ccc(OCC(=O)OCC)cc2)NC1=S	18	24	18	-2	-14	-7	2	-1	-8	-8	-3
CCOc1ccc(OCC(=O)Nc2ccc(S(N)(=O)=O)cc2)cc1	-24	4	10	-6	1	6	2	6	-11	7	7
CC(C)c1nc(CNC(=O)CC2C(=O)NCCN2Cc2ccccc2)cs1 (stereo not drawn)	15	-13	1	0	-43	-2	-6	-13	-4	6	6
CCCNC(=O)COc1ccccc1[N+](=O)[O-]	-4	-25	-19	0	8	-5	-6	-2	-5	-4	5
CCOc1ccc(S(=O)(=O)Nc2nc3ccc(OC)cc3s2)cc1	-2	-3	6	-16	-26	-1	-3	-5	3	13	-7
O=C(/C=C/[C@H]1O[C@@H](n2cnc3c(NC(=O)c4ccccc4)ncnc32)[C@H](O)[C@@H]1O)NCCc1c[nH]c2ccccc12	11	-4	6	·	-22	·	6	39	·	3	-2
CCC(C(=O)Nc1ccccc1Cl)n1nc(C)c2c(C)n(-c3ccccc3)nc2c1=O (stereo not drawn)	12	-6	9	-10	17	-2	2	-3	0	0	-4
CCOC(=O)c1ccc(N/C=C2\CCCCC2=O)cc1	-16	6	-4	4	-57	-3	-107	-6	-31	-154	-1
COCC1CCN(C(=O)c2cc(COc3ccc(OC)c4ccccc34)on2)C1 (stereo not drawn)	-46	-45	-66	-7	-69	-5	-112	-3	-35	-62	-14
CCN1CCN(CC(=O)N2N=C(c3ccc(OC)cc3)CC2c2ccc(OC)cc2)C(=O)C1=O (stereo not drawn)	0	3	-8	2	4	-2	-6	3	-23	-19	2
COc1ccc(-c2c(O)c(C#N)c(-c3ccccc3)n(-c3ccc(OC)cc3)c2=O)cc1	-3	-18	3	5	12	1	-15	-6	8	11	-3
Cc1c(C(=O)OCC(=O)NC(=O)NC2CCCCC2)cccc1[N+](=O)[O-]	4	19	-4	-1	-14	16	-5	-10	12	9	9
Oc1ccc(N2CCN(C(c3ccncc3)c3nnnn3C3CCCC3)CC2)cc1 (stereo not drawn)	-1	5	6	0	-4	5	9	-2	-3	16	4
COc1ccc2nc(C)cc(SCC(=O)Nc3c(C)cc(C)cc3C)c2c1	-6	-9	-12	5	-1	2	-26	-7	7	11	8
N#Cc1c(NC(=O)c2ccc(Br)o2)n(-c2ccccc2)c2nc3ccccc3nc12	18	-25	12	6	-14	12	11	-9	6	4	-5
CCOc1ccccc1NC(=O)NNC(=O)CCc1ccc(OC)cc1	12	19	10	-1	2	-5	-17	-36	-2	-15	-9
Cc1ccc2nc3c(cc2c1)c(NC(=O)c1cccnc1)nn3C	-9	9	11	-5	-29	-11	-12	-1	-5	-18	1
C/C=C/C=C/C(=O)[C@@H]1[C@@H]([C@]2(C)OC(=O)C(C)=C2O)[C@H]2/C(=C(O)/C=C/C=C/C)C(=O)[C@]1(C)C(=O)C2(C)O (stereo partly drawn)	-10	-11	8	-19	-4	-3	-9	5	-11	5	-3
O=C(CNCc1ccc(F)cc1)Nc1ccccc1-c1ccccc1	3	26	-11	0	10	-3	-1	-2	-3	24	-6
C#CC[N+]1(CC#Cc2ccccc2)CCCCC1	-11	10	-3	-7	6	-7	-54	4	0	18	2
COc1cc(C)c(S(=O)(=O)NOCc2ccccc2)c(C)c1C	-1	13	16	-1	-27	5	12	7	-7	7	-3
CSc1nc2nc3c(cc2c(=O)n1-c1ccccc1)COC(C)(C)C3	4	4	8	-1	17	4	-10	4	6	5	3
COc1ccccc1Nc1nc(Cl)nc(NC(C)(C)C)n1	-2	-4	9	-1	1	-3	-3	-5	5	3	-1
CCC(C)c1c(O)nc(SCC(=O)N2CCOCC2)[nH]c1=O (stereo not drawn)	-1	9	4	12	-10	-7	-2	11	4	23	2
O=C(CN1CCCCCC1)Nc1cccc(Br)c1	-5	-5	4	7	-1	12	-15	-2	1	-9	-3
Cc1cc(C)nc(SC2CC(=O)N(c3ccc(Cl)cc3)C2=O)n1 (stereo not drawn)	-20	16	1	-10	11	-6	-5	32	-1	-11	2
CCOc1ccc(NC(=O)c2cc(S(=O)(=O)N3CCCCC3)c[nH]2)cc1	10	5	18	1	-30	-6	-21	-3	3	-10	-13

Some entries already given, showing only EBV LMP1 NFkB:
structure	EBV LMP1 NFkB
COCC1CCN(C(=O)c2cc(COc3ccc(OC)c4ccccc34)on2)C1 (stereo not drawn)	-35
Cc1ccc2nc3c(cc2c1)c(NC(=O)c1cccnc1)nn3C	-5

Additional results follow:
SMILES	NR2F2 inh	TROY signal inh	NR5A2 inv ag	TLR9-MyD88 block	SRC2 inh	Vif inh	SRC1 inh	TRAIL sens C8	EBV LMP1 NFkB	SRC3 inh	NOD2-RIPK2 inh
Cc1cccc(C)c1NC(=O)CNC(=O)Cn1nc(C)c(C)c(C#N)c1=O	16	18	-3	0	-19	4	-14	-3	1	3	3
CCNC(=O)CNC(=O)c1nn(Cc2ccccc2)c(=O)c2ccccc12	-1	0	17	-7	12	1	6	-4	1	0	7
O[C@H]1C[C@H](c2ccccc2)N(Cc2cccs2)C[C@@H]1n1cc(C2CC2)nn1	-13	-30	-23	-7	-48	14	-5	-15	-9	-13	-7
CCOC(=O)N1CCN(C(=O)C[C@@H]2C[C@@]3(C(=O)OCC)CCC=C3N(Cc3ccc(Cl)cc3Cl)C2=O)CC1	8	-3	13	·	13	·	·	8	·	·	-12
CCOc1ccc(NC(=O)N2CCc3ccccc3C2)cc1	-38	-30	-24	-10	-11	·	-50	12	-15	-28	-15
CC(C)CN(C(=O)COC(=O)Cc1ccc(Cl)cc1)c1c(N)n(Cc2ccccc2)c(=O)[nH]c1=O	-1	-1	-27	-3	6	-3	6	-12	5	23	-6
Nc1c(CNCc2nnn(Cc3ccccc3)c2N)nnn1Cc1ccccc1	7	-10	12	0	-4	0	0	-8	4	-20	-5
CC(C)CC(NC(=O)OC(C)(C)C)C(=O)O (stereo not drawn)	12	12	6	5	-12	-7	-39	9	-2	11	-2
CCn1c(=O)n(-c2ccc(Cl)cc2)c(=O)c2c3c(sc21)COC(C)(C)C3	6	6	2	1	-2	3	-10	-1	-2	-2	-6
O=C(C1CCCO1)N1CCN(C(=S)Nc2ccc(F)c(Cl)c2)CC1 (stereo not drawn)	9	-6	12	15	-6	2	5	-1	4	12	0
Cc1cc2cc(C)c3nnc(SCC(=O)NCc4ccc5c(c4)OCO5)n3c2cc1C	14	5	0	-13	-5	-9	-12	-12	4	10	2
O=P(COCCOCP(=O)(c1ccccc1)c1ccccc1)(c1ccccc1)c1ccccc1	-11	·	-4	3	-12	18	9	-5	-5	18	2
O=C(CSCc1c(Cl)cccc1Cl)NCc1ccco1	14	-17	-1	-11	-21	-8	-28	-1	-2	14	4
COC(=O)c1c(NC(=O)CN2C(=O)NC3(CCCCC3C)C2=O)sc2c1CCC2 (stereo not drawn)	13	-11	7	-5	-7	-17	-2	1	-4	2	0
CCOC(=O)c1cnc(N)nc1C(F)(F)F	-1	-1	-1	2	1	4	-20	0	2	-2	-6
CCOc1cc(N2CCOCC2)c(OCC)cc1NC(=O)c1[nH]c(C)c(C(C)=O)c1C	-12	0	5	-6	5	8	1	23	14	21	6
O=C(CNC(=O)c1ccccc1O)N/N=C/c1ccccn1	-10	-17	6	-8	-29	35	-3	-7	3	8	-10
CC(C)(C)C(=O)NN=C1CCC(c2ccccc2)CC1 (stereo not drawn)	-13	-3	-28	6	-7	-12	-20	-13	6	-5	-10
CCOc1ccccc1NC(=O)C(=O)N/N=C/c1cc(Br)ccc1O	9	7	17	-6	-19	9	17	39	30	20	-2
O=C(Cn1nnc(-c2ccc(Cl)cc2)n1)NC1CCN(Cc2ccccc2)CC1	0	5	5	1	14	-10	-32	-13	0	26	0
O=C(CCc1nnc(COc2ccccc2)o1)NCc1ccccc1C(F)(F)F	0	-31	1	-12	-15	-1	0	-12	-5	12	-14
COc1ccccc1N(CC(=O)NCCSCc1ccccc1Cl)S(C)(=O)=O	-1	8	-17	-7	18	·	-48	-8	6	9	-6
COC(=O)c1c(-n2cnnn2)sc(C)c1C	9	-1	6	-5	-12	1	0	3	-18	6	-5
O=C(Cc1ccc(OCc2ccccc2)cc1)NCc1ccc2c(c1)OCO2	-20	-14	-37	·	0	4	-13	11	·	-34	-8
